Screening data deposited in PubChem BioAssay by Sanford-Burnham Center for Chemical Genomics.
Mdm2-MdmX inh = human Mdm2/MdmX binding inhibition; O15151+Q00987; SaOS-2 split-luciferase Mdm2/MdmX complementation, luminescence; inhibition, % at 8 µM; hit rate 3% among 330,000; AID 485346;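 active = inhibition of at least 50% at 8 µM in the primary screen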
APJ antag = antagonists of human APJ apelin receptor. P35414. CHO-K1 APJ beta-arrestin complementation, luminescence. inhibition, % at 20 µM. hit rate 0.32% among 330,000;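 active = inhibition above about 40% at 20 µM, limit read from the data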;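 note: cells challenged with 10 nM apelin-13 agonist together with compound; plate controls were apelin-13 plus DMSO wells for no effect and DMSO wells lacking apelin-13 for full effect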
Target sequence (P35414 whole entry, looked up): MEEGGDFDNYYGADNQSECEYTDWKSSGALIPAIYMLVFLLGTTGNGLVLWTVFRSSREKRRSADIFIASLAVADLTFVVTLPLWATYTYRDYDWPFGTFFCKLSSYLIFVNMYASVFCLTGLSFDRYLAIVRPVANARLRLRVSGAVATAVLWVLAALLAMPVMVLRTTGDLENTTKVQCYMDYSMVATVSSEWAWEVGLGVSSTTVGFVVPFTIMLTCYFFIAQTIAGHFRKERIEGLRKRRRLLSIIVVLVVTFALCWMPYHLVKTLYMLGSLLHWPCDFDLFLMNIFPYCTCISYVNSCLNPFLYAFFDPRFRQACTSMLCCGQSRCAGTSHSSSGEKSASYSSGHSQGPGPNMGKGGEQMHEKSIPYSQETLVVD
UPR XBP1 act = adaptive UPR (XBP1) activation. CHO-XBP1 luciferase reporter, IRE1-XBP1 UPR activation, luminescence; percent of tunicamycin response, DMSO as zero. activation, % at 20 µM. hit rate 0.33% among 330,000;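 active = versus positive control, 20 µM dose yields 30% or more activation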;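 note: 100% = tunicamycin at 10 µg/mL and 0% = DMSO only wells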
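Material: IRE1-XBP1 luciferase reporter CHO line / Quantity: one thousand reporter cells per well / Buffer or medium: F12 with 10% serum / Compound: 20 µM single concentration, DMSO 1% / Times: 6 h treatment, 37 °C / Detection: Steady-Glo luciferase glow luminescence, 10 min after reagent addition / Benchmarks: tunicamycin high, DMSO low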
tim23-1 inh = tim23-1 yeast growth inhibition | S. cerevisiae tim23-1 growth, BacTiter-Glo luminescence, 24 h | hit rate 1.3% among 330,000 | inhibition, % at 20 µM | AID 463212;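 active = growth inhibition of the mutant yeast at or above 50%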;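 note: temperature-sensitive mutant grown at 25 °C; plate controls were DMSO-treated mutant yeast for no effect and medium wells lacking yeast for full effect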
697 NFkB inh = inhibitors of the PMA/ionomycin-induced NF-kB reporter in 697 B cells; inhibition, % at 4 µM; hit rate 0.33% among 330,000; AID 435022; 697 B-cell NF-kB luciferase reporter, 16 h; in the data active = inhibition above about 35%
APJ ag = agonists of human APJ apelin receptor. activation, % at 20 µM. AID 2520. P35414. hit rate 0.11% among 330,000. CHO-K1 APJ PathHunter beta-arrestin, luminescence; 0% DMSO wells, 100% apelin;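 active = activation more than six SD over the plate average, tested at 20 µM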;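 note: 0% = DMSO alone and 100% = apelin-13 at 10 nM; some results filed as inactive read as strong as hits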
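Incubation: overnight seeding, 90 min compound at 25 °C, 1 h detection; test system: PathHunter CHO-K1 APJ (AGTRL-1) beta-arrestin reporter cells; amount: 1000 cells/well; doses: one dose, 20 µM compound, 1% DMSO; measured by: beta-gal luminescence; measure: agonist-driven arrestin binding to APJ; benchmarks: negative DMSO alone, positive Apelin-13 at 10 nM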
UPR CHOP act = activators of apoptotic arm of unfolded protein response (CHOP); CHO-CHOP luciferase reporter, UPR activation, luminescence; percent of tunicamycin response over DMSO baseline; activation, % at 10 µM; hit rate 0.34% among 330,000;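 active = at 10 µM dose, activation of 40% or more, normalized to positive control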;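 note: 100% = tunicamycin at 10 µg/mL and 0% = DMSO alone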
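measured by = luciferase luminescence | assay system = CHO-CHOP cells, stable luciferase reporter of PERK-eIF2a-CHOP signalling | amount = 500 reporter cells seeded per well | timing = 6 h compound exposure at 37 °C after overnight seeding | controls = positive tunicamycin 10 µg/mL, negative DMSO alone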
Jurkat NFkB inh = inhibitors of the PMA/ionomycin-induced NF-kB reporter in Jurkat cells; hit rate 0.53% among 330,000; PMA/ionomycin-induced NF-kB luciferase reporter, luminescence; AID 435003; inhibition, % at 4 µM; in the data active = inhibition above about 50%
* marks the source's active call; other numbers are inactive results.

A first look (2 entries):
canonical_smiles,UPR CHOP act,APJ ag,tim23-1 inh,697 NFkB inh,APJ antag,Jurkat NFkB inh,Mdm2-MdmX inh,UPR XBP1 act
Cc1cccc(C)c1NC(=O)C(NC=O)c1ccc(Cl)cc1 (configuration not stated),-0.5,-9,9,-2,38,12,23,1
CC1(C)Cc2c(C#N)c(N)sc(=S)c2CO1,-1.1,-5,-7,30,18,12,21,-3

The list itself, from the first entry:
canonical_smiles,UPR CHOP act,APJ ag,tim23-1 inh,697 NFkB inh,APJ antag,Jurkat NFkB inh,Mdm2-MdmX inh,UPR XBP1 act
Cc1cccc(C)c1NC(=O)C(NC=O)c1ccc(Cl)cc1 (configuration not stated),-0.5,-9,9,-2,38,12,23,1
CC1(C)Cc2c(C#N)c(N)sc(=S)c2CO1,-1.1,-5,-7,30,18,12,21,-3
Cc1ccc(C(=O)COc2ccc3ccc(=O)oc3c2)cc1,1.9,-4,-13,-7,13,4,3,1
Cc1csc(SCc2ccc(C(=O)O)cc2)n1,1.3,-1,11,24,1,0,-13,1
CCOC(=O)C1CCN(S(=O)(=O)c2ccc(Cl)nc2)CC1,-1.9,-5,3,8,6,-3,7,-1
Cc1ccc(N2C(=O)C3CCCN3C2=S)cc1Cl (configuration not stated),0.0,0,22,-2,-4,-1,0,1
COc1ccccc1N1CCN(C2CCCN(C(=O)c3ccoc3)C2)CC1 (configuration not stated),0.3,-1,-6,-17,6,-9,8,-6
CCc1nn2cc(C(=O)c3cc(C)ccc3O)cnc2c1-c1ccc(F)cc1,1.4,-2,3,-12,-9,-7,2,0
O=C(NCc1ccco1)C1CCN(C(=O)c2ccc([N+](=O)[O-])cc2)CC1,1.2,0,-13,11,2,-8,12,2
COc1cc(/C=C/C(=O)O)cc(Br)c1O,1.5,-4,6,-3,2,5,-4,2
CCOc1ccc(OCC)c(NC(=O)C2CCCN2S(=O)(=O)c2cccc3cccnc23)c1 (configuration not stated),-0.5,2,40,-2,4,-18,22,-4
O=C(COc1ccccc1)Nn1c(-c2ccccc2)nc2ccccc2c1=O,3.6,5,22,-14,7,-3,-13,0
CCc1c(C)sc(NC(=O)Cc2ccccc2C)c1C(=O)N1CCOCC1,3.5,0,14,29,19,7,25,-7
Nc1ccc(-c2nc3ccc([N+](=O)[O-])cc3[nH]2)cc1,0.6,4,-12,-140,-25,-119,-118,2
Cc1ccc(S(=O)(=O)NCCc2ccncc2)cc1,1.3,1,8,-6,1,-4,-4,-1
COc1ccc(C(=O)N=C2SC3CS(=O)(=O)CC3N2c2ccc(C(C)=O)cc2)cc1 (configuration not stated),2.3,-1,1,8,12,6,13,-7
COc1cccc(CNc2ccc(F)c(Cl)c2)c1OC,2.7,-2,17,4,-8,11,1,2
COc1cc(/C=C/C(=O)OCC(=O)N2CCCCCC2)ccc1OCC#N,-0.1,-1,10,13,-9,3,-2,-2
COc1cccc(/C=N/NC(=O)CC2C(=O)NN=C2C)c1O (configuration not stated),-3.2,-4,1,14,-7,5,18,-3
Cc1c(Cl)cccc1NC(=S)N1CCc2ccccc2C1,0.1,-2,30,-17,1,-7,19,1
COc1cccc(C(=O)NNC(=O)C2CC(C)=C(C)CC2C(=O)O)c1 (configuration not stated),0.8,-2,-1,9,-12,15,-7,-3
CC(C)CC1(C)NC(=O)N(CC(=O)N2C(C)CCCC2C)C1=O (configuration not stated),-1.2,-2,11,7,13,16,-11,0
Cc1cccnc1CN1CCN(Cc2nc(C(c3ccccc3)c3ccccc3)no2)CC1,1.0,-3,5,9,-6,3,5,-3
CC(C)N1CCc2c(sc(N)c2C#N)C1,-1.6,-3,15,11,26,-1,9,1
O=C(N[C@@H](Cc1ccccc1)C(=O)CCl)OCc1ccccc1,158*,-3,46,-37,8,83*,96*,-13
CC(C)CNC(=S)Nc1ccc(S(N)(=O)=O)cc1,0.0,1,-2,-35,-4,-2,2,-2
COc1ccc(-c2nc(CSCC(=O)NCCCN3CCCC3=O)c(C)o2)cc1,2.3,-3,9,10,-4,-9,-2,-3
CC12CCC(=O)N1C(C(=O)NCCc1ccc(S(N)(=O)=O)cc1)CS2 (configuration not stated),4.6,-3,-12,-14,1,9,14,-9
CCCNC(=O)c1onc(CS(=O)(=O)c2cc(C)cc(C)c2)c1C(=O)NCCC,-0.6,-1,28,1,17,-57,-24,-2
COc1ccc(S(=O)(=O)N2CCN(C3CCN(Cc4ccccc4)CC3)CC2)cc1,0.5,-3,4,6,25,16,11,-1
Cc1ccc2nc(NC(=O)C3CC(=O)N(Cc4ccco4)C3)sc2c1 (configuration not stated),0.5,2,12,-1,-11,-20,8,3
CC1(C)CC(=O)C=C(NNC(=O)OC(C)(C)C)C1,-0.4,-5,-3,4,6,-5,-8,-2
NC(=O)CN1C(=O)NC(c2ccccc2)(c2ccccc2)C1=O,1.6,0,-7,-14,7,-19,-15,-2
O=C(O)c1ccc2nnn(O)c2c1,-0.2,0,18,17,-15,9,-4,1
Cn1c(C(=O)Nc2ccc3c(c2)OCCO3)cc2sccc21,-0.6,-1,56*,-195,-9,-190,-142,2
CC(=O)C(CC(=O)N1CCCc2ccccc21)C(=O)Nc1ccc(F)cc1 (configuration not stated),-1.3,-3,17,-2,17,-3,5,2
O=C(Cc1ccccc1)Nc1nc(=O)c2ccccc2s1,2.2,-3,15,8,23,-2,3,0
Cc1ccc(C(=O)CCC(=O)OCC(=O)N2c3ccccc3NC(=O)C2(C)C)cc1,-2.1,13,16,-9,-16,-1,9,0
Cc1c(CCOC(=O)c2cc([N+](=O)[O-])cc([N+](=O)[O-])c2)sc[n+]1CC(=O)c1ccccc1,0.1,4,7,-9,-46,5,22,0
CCn1c(=O)cc(OCC(=O)Nc2ccc(C)cn2)c2ccccc21,-0.6,-4,4,-2,-2,2,37,-2
CCOc1ccc(S(=O)(=O)N2CCCC(C(=O)NCc3ccco3)C2)cc1 (configuration not stated),1.3,-2,10,11,26,-6,15,0
CCOC(=O)c1sc(NC(=O)c2cccc(S(=O)(=O)N3CCc4ccccc43)c2)c(C#N)c1C,3.6,-2,4,-11,-4,4,89*,4
COc1ccc(CNC(=O)[C@H](C)NC(=O)C2CCN(S(=O)(=O)c3ccc(F)cc3)CC2)cc1,-0.6,-5,9,23,7,8,17,-7
Cc1nc2ccc(Oc3ccccc3)cc2s1,2.0,7,6,-12,23,-6,-4,5
COc1ccc(NC(=S)N2CCCC(c3nc4ccc(C)cc4[nH]3)C2)c(OC)c1 (configuration not stated),0.7,-2,3,21,3,5,16,1
Cc1cc(C)nc(-n2nc(C)cc2NC(=O)c2cc3ccccc3oc2=O)n1,-0.5,0,-9,-4,18,-7,-15,2
Cc1ccc(C)c(N(CC(=O)Nc2ccc(-c3nc4ccc(C)cc4s3)cc2)S(C)(=O)=O)c1,4.2,0,2,-55,2,-22,5,1
CC(Oc1ccc(Br)cc1Br)C(=O)Nc1cccnc1 (configuration not stated),-1.3,0,32,12,-5,18,23,0
COCCNC(C(=O)Nc1ccc([N+](=O)[O-])cc1Br)c1ccccc1 (configuration not stated),-0.2,1,20,12,-5,2,21,-1
COCCNC(=O)C(NC(=O)C1CCC(C)CC1)C(C)C (configuration not stated),1.4,-5,0,3,-1,0,12,-1

Remaining list, next part:
canonical_smiles,UPR CHOP act,APJ ag,tim23-1 inh,697 NFkB inh,APJ antag,Jurkat NFkB inh,Mdm2-MdmX inh,UPR XBP1 act
COc1ccccc1CNC(=O)C1CCN(S(=O)(=O)c2ccc(N3CCCC3=O)cc2)CC1,-1.1,1,2,6,10,2,24,-5
Cc1cc(C)cc(NC(=O)COC(=O)CCc2ccc(S(=O)(=O)N3CCOCC3)cc2)c1,-0.7,-1,18,0,-4,5,12,-1
CCOC(=O)c1sc2nc(SCC(=O)N(CC)CC)n(CCCN3CCCC3=O)c(=O)c2c1C,0.3,1,2,1,17,1,-18,0
C=CCNC(=S)NNC(=O)C(CCC(C)C)CC(C)O (configuration not stated),1.2,-3,-1,0,12,6,4,0
COc1ccc2cc(CN(CC3COCCO3)S(=O)(=O)c3ccc(Cl)cc3)c(=O)[nH]c2c1 (configuration not stated),3.6,1,11,-60,-7,-76,-48,-3
Cc1occc1C(=O)NNC(=O)CN1C(=O)NC2(CCCCC2)C1=O,0.5,-3,6,5,6,-2,-13,0
O=C(COc1coc(CN2CCCc3ccccc32)cc1=O)Nc1ccccc1,0.1,1,-6,-4,9,18,20,1
CCOC(=O)c1c(C)[nH]c(C)c1C(=O)COC(=O)c1cc(OC)c(OC)cc1OC,-0.8,1,2,-10,-25,-5,23,3
CN1CCN(C(=O)Cn2ncc3c([nH]c4ccccc43)c2=O)CC1,1.3,2,-4,-33,0,-5,20,-1
COc1cccc(CN2CC(C(=O)N(C)Cc3nc(C)cs3)CCC2=O)c1 (configuration not stated),0.3,-1,-5,-3,11,4,6,-2
CC(=O)Nc1ccc(N2CCN(Cc3ccccc3F)CC2)cc1,-2.1,0,-1,-12,2,-1,12,-1
COc1cccc(OC)c1OCCCCCCN1CCN(C)CC1,2.7,-2,7,7,6,-8,-7,0
O=[N+]([O-])c1ccc(Nc2nc(N/N=C/c3cccc(F)c3)nc(N3CCCC3)n2)cc1,9.0,-2,16,32,4,0,43,3
O=C(CN1C(=O)/C(=C/c2ccccc2F)Sc2ccccc21)NCCCN1CCOCC1,1.3,-2,-10,-12,14,12,8,-2
O=C(c1ccncc1)c1nccn1-c1ccccn1,0.0,1,20,0,12,12,13,1

Compounds as they come; overall some 5% were active at least once.
